m5-HT2A agonist – mouse HTR2A agonism via beta-arrestin recruitment. activation, % at 7.6 µM. AID 624169. P35363. CHO-K1 mHTR2A beta-arrestin complementation, luminescence; percent of 30 µM serotonin response. 0.66% of 360,000 active;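 active = activation above a run cutoff, the mean activation of all tested compounds plus 3 SD, cut at about 14% in these data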;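 also: 0% = plate median of compound wells and 100% = 30 µM serotonin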
Target sequence (P35363 whole entry, looked up): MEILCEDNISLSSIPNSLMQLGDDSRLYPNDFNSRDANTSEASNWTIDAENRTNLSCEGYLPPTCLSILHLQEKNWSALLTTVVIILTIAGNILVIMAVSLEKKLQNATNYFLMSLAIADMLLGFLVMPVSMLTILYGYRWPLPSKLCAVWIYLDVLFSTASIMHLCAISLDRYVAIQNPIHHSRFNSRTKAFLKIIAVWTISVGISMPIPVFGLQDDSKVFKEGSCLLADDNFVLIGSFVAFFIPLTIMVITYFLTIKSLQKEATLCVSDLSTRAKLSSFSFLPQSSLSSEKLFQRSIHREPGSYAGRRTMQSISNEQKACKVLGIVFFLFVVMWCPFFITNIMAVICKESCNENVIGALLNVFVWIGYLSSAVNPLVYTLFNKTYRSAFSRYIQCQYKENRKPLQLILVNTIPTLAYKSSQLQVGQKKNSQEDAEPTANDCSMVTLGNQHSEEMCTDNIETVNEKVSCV
MC4R antag cAMP – antagonists of human melanocortin 4 receptor (MC4R); MC4R-expressing cells, MTII-stimulated cAMP, LANCE TR-FRET; inhibition, % at 6.5 µM; 0.48% of 360,000 active; AID 540295;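 active = inhibition above its plate's cutoff, the mean of tested wells on that plate plus 3 SD, cut at about 29% in these data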;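 also: 0% = Melanotan II alone and 100% = Melanotan II plus saturating MCL0020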
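system = U2OS cells with stable human MC4R expression | also added = Melanotan II challenge after compound preincubation | dosing = one concentration, 6.5 µM nominal | incubation = compound 30 min, challenge 1 h, detection 1 h | measured by = TR-FRET with Eu-cAMP and labeled anti-cAMP, 671 nm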
ABHD5 PLIN5 PPI – blocks binding of human ABHD5 to perilipin-5; 0.78% of 360,000 active; inhibition, % at 4 µM; Q00G26+Q8WTS1; Split G. princeps luciferase complementation, luminescence, 4 h;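 active = inhibition above the mean inhibition across every tested compound plus 3 SD, cut at about 22% in these data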;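 also: 0% = DMSO only wells and the 100% control is not disclosed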
SRC2 inh – inhibits human steroid receptor coactivator 2 | HEK293 GAL4-SRC2 luciferase reporter, luminescence | 0.17% of 370,000 active | inhibition, % at 9 µM | AID 651957;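 active = inhibition above the mean inhibition of all tested compounds plus 3 SD, set per campaign, cut at about 52% in these data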;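 also: 0% = DMSO treated cells and 100% = cells given Gossypol at 36 µM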
TLR9-MyD88 inh – inhibitors of human TLR9-MyD88 binding. Q9NR96+Q99836. CHO BLA complementation TLR9-MyD88, CCF4 FRET ratio. inhibition, % at 4.98 µM. 0.21% of 340,000 active. AID 504734;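 active = inhibition above the mean over all tested compounds plus 3 SD, cut at about 21% in these data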;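 also: 0% = DMSO only wells and 100% = clavulanate BLA inhibitor control wells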
MC4R barr agon – activates human MC4R beta-arrestin recruitment; P32245; U2OS MC4R beta-arrestin complementation, luminescence; percent of melanotan II response, DMSO zero; activation, % at 8.9 µM; 0.98% of 360,000 active; AID 540308;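 active = activation above a per-plate cutoff, the mean activation of sample wells on that plate plus 3 SD, cut at about 8% in these data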
H9c2 protect – protects H9c2 cardiomyocytes from peroxide injury; H2O2 injury protection, ATPLite, 2 h; protection from H2O2 cell death, % at 20 µM; 0.63% of 360,000 active; AID 588492;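 active = compounds giving at least 50% protection of heart cells from peroxide-induced death in the single-dose screen, raw or plate-pattern-corrected value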;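 also: 0% = DMSO wells with peroxide and 100% = DMSO wells without peroxide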
ABCB6 inh 2 – human ABCB6 transporter inhibition; Q9NP58; K562-ABCB6 porphyrin accumulation, flow cytometry, 1 h; active compounds read low; fluorescence ratio to DMSO, % at 10 µM; 0.19% of 360,000 active; AID 602162;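 active = fluorescence ratio to DMSO below 75%, the collection mean minus 3 SD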;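 also: signal is porphyrin accumulated inside mitochondria; 100% equals median channel fluorescence of DMSO control wells; lower ratio means ABCB6 inhibition with less porphyrin fluorescence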
NOD2-RIPK2 inh – blocks binding of human NOD2 to RIPK2; inhibition, % at 4.98 µM; 0.38% of 360,000 active; CHO BLA complementation NOD2-RIPK2, CCF4 ratio; in the data active = inhibition above about 21%;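 also: 0% = vehicle only and 100% = reference blocker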
Target sequence (O43353 whole entry, looked up): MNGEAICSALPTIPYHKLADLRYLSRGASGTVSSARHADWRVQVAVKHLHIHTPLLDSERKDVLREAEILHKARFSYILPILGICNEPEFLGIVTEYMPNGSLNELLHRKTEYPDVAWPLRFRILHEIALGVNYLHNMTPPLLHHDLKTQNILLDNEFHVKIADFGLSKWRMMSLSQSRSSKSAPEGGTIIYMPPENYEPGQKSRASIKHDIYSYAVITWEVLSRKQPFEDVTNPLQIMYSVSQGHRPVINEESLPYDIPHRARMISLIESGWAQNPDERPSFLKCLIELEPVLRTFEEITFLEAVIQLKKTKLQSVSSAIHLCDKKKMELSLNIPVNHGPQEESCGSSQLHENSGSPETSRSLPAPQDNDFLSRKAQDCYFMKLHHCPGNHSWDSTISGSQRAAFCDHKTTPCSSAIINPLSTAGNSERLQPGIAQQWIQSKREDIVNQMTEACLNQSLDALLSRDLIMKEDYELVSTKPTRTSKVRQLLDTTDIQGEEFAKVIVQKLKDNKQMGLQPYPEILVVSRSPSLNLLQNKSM
Glyco luc inh – blocks N-linked glycosylation in D54 reporter cells; reporter increase, % at 12.5 µM; 0.23% of 360,000 active; D54 ERlucT glycosylation luciferase reporter, 24 h; percent of 100 nM tunicamycin response;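 active = mean luciferase reporter signal, scaled so untreated is 0 and the glycosylation-blocking control 100, at or above a set limit in every replicate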;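 also: luciferase carries N-glycosylation sites so blocking glycosylation raises the light; 0% = median of neutral control wells and 100% = median of 100 nM tunicamycin wells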
* = called active by the depositor; nt = no result given. An excerpt; the hit share may differ from the screen's.

cpd	smiles	m5-HT2A agonist	MC4R antag cAMP	ABHD5 PLIN5 PPI	SRC2 inh	TLR9-MyD88 inh	MC4R barr agon	H9c2 protect	ABCB6 inh 2	NOD2-RIPK2 inh	Glyco luc inh
1	Cc1cc2cc(CNS(=O)(=O)N(C)C)ccc2[nH]1	-3	15	2	-11	-7	-0.8	7	97	-8	1
2	O=C1OC(NC(=O)c2ccccc2)C(n2cc(CO)nn2)=C1Cl (configuration not stated)	0	1	64*	0	0	-2.3	15	95	-6	2
3	COc1ccc(C2=CC(=O)N(Nc3ccccc3)C2=O)cc1	1	-18	88*	-12	nt	-0.4	1	91	42*	10
4	O=C(CSc1nnnn1-c1ccccc1)N1CCc2ccccc2C1	0	16	3	-40	-1	-1.4	10	98	-1	1
5	Cc1ccc(S(=O)(=O)Nc2nc3ccccc3s2)cc1	1	7	5	-26	-4	-1.2	-3	92	5	1
6	O=[N+]([O-])c1ccccc1S(=O)(=O)NCCSc1ccccc1	-6	-5	3	28	11	-0.8	-4	97	12	0
7	CCCN1C2CCCC1CC(NC(=O)c1ccccc1OC)C2 (configuration not stated)	-6	2	7	4	-12	1.4	6	103	-1	-4
8	Cc1cc(NC(=O)CCCC(=O)NCc2ccccc2)no1	-3	0	12	8	-1	1.4	1	91	-4	-1

Carrying on.
cpd	smiles	m5-HT2A agonist	MC4R antag cAMP	ABHD5 PLIN5 PPI	SRC2 inh	TLR9-MyD88 inh	MC4R barr agon	H9c2 protect	ABCB6 inh 2	NOD2-RIPK2 inh	Glyco luc inh
9	Cc1ccc(S(=O)(=O)N(C)C)cc1NC(=O)COC(=O)/C=C/c1ccc(F)cc1	6	5	2	-21	10	-3.1	-2	98	-4	2
10	CCOC(=O)C1CCN(C(=O)COC(=O)/C=C/c2cccc(OC)c2OC)CC1	2	1	3	-6	-6	-0.6	0	93	-7	-1
11	Nc1ccc(C(=O)OCc2nc3ccccc3s2)cc1	-5	3	-2	-30	-3	-1.8	-1	93	14	1
12	N#CCCN(C(=O)COC(=O)C1CCN(S(=O)(=O)c2ccccc2C(F)(F)F)CC1)c1ccccc1	-1	5	8	37	-12	0.3	0	93	-3	-2
13	Cc1ccccc1NC(=O)Cn1c(=O)sc2ccccc21	0	3	4	-4	4	1.3	3	93	-2	1
14	COc1ccc(N/C=C\C(=O)c2ccc3c(c2)OCO3)cc1OC	-1	19	3	-32	12	-1.9	-9	100	-10	0
15	Cc1ccc(/C(N)=N/OC(=O)c2ccc3c(c2)OCO3)cc1	1	12	-2	-55	3	-0.3	-28	91	-3	-14
16	COc1ccc(N2CCN(CCCNC(=O)C3(S(=O)(=O)c4ccc(Cl)cc4)CC3)CC2)cc1	-6	-2	0	nt	-2	-1.1	-1	98	5	0

The list goes on.
cpd	smiles	m5-HT2A agonist	MC4R antag cAMP	ABHD5 PLIN5 PPI	SRC2 inh	TLR9-MyD88 inh	MC4R barr agon	H9c2 protect	ABCB6 inh 2	NOD2-RIPK2 inh	Glyco luc inh
17	CCn1cc(C(=O)O)c(=O)c2cc(F)c(N3CCN(C(=S)NC(=O)c4ccc(F)c(F)c4)CC3)cc21	7	-1	8	-20	-4	-2.7	-6	99	3	0
18	O=C(NCCc1ccc(C(F)(F)F)cc1)C1CCC(=O)N(CCCc2ccccc2)C1 (configuration not stated)	-5	13	-4	-6	-2	-1.1	-5	97	9	-2
19	Cc1cccc(COc2ccccc2C(=O)N(C)CC(=O)Nc2cccc(F)c2)c1	-6	7	4	19	-14	-1.3	5	100	-5	-2
20	Cc1cc(N2CCC(C)CC2)nc2ccc(N3C(=O)CCC3=O)cc12	3	2	-1	-5	10	-2.3	-9	103	-3	0
21	Cc1ccccc1NC(=O)CCC(=O)OCCCC(F)(F)C(F)(F)F	-3	-2	-4	11	7	-0.9	-1	97	0	1
22	CC1(C)CC(CCC(=O)Nc2ccccc2Cl)C(=O)O1 (configuration not stated)	1	13	-7	nt	0	-2.2	3	110	-1	1
23	COc1ccc(C2=CC(=O)C[C@H](c3ccc(Cl)cc3)C2)cn1	-5	12	-8	-8	-4	3.9	-6	92	10	-2
24	O=C(CSc1nnc2ccc(-c3ccccn3)nn12)NCC1CCCO1 (configuration not stated)	0	-10	-5	-15	-6	-1.2	-4	101	-17	-2

Other structures:
cpd	smiles	m5-HT2A agonist	MC4R antag cAMP	ABHD5 PLIN5 PPI	SRC2 inh	TLR9-MyD88 inh	MC4R barr agon	H9c2 protect	ABCB6 inh 2	NOD2-RIPK2 inh	Glyco luc inh
25	O=C(c1cccnc1)N1c2ccccc2Sc2ccccc21	-2	15	3	5	nt	0.3	0	102	-2	-1
26	O=C(Nc1ccccc1Cl)N1CCN(c2ccc3nnc(-c4ccccc4)n3n2)CC1	0	22	8	nt	2	-0.3	43	105	-2	8
27	Cc1ccccc1/C=C/C12NC(=O)CN1c1ccccc1C2(C)C (configuration not stated)	0	8	0	-8	-5	-1.8	-2	97	6	-6
28	COc1cccc(/C(C#N)=C/c2c(-c3ccc(Cl)cc3)nc3c(C)cccn23)c1	3	-4	-6	8	-10	2.6	-8	85	4	-3
29	COc1ccc(N(CC(=O)N/N=C/c2cc(Br)c(C)o2)S(=O)(=O)c2ccc(NC(C)=O)cc2)cc1	-2	1	-2	15	9	0.8	8	102	-15	-1
30	COc1ccc(-n2c(C)nn(C)c2=O)cc1	4	-9	6	-11	-5	1.2	5	95	-8	0
31	CCN1C(=O)[C@H]2[C@@H](c3ccc(C)cc3)N3C(=O)N(c4cccc(Cl)c4)C(=O)[C@@]3(CC)[C@H]2C1=O	6	3	1	-10	1	-2.2	1	100	-7	2
32	CCSc1nc(C)c(CCOc2cccc(C)c2)c(=O)[nH]1	0	3	-4	0	2	-2.4	-8	99	-3	2

Next part.
cpd	smiles	m5-HT2A agonist	MC4R antag cAMP	ABHD5 PLIN5 PPI	SRC2 inh	TLR9-MyD88 inh	MC4R barr agon	H9c2 protect	ABCB6 inh 2	NOD2-RIPK2 inh	Glyco luc inh
33	CCNC(=S)N1CCN(CC(=O)Nc2ccc(OC)cc2)CC1	1	1	2	1	-2	0.0	1	102	-3	2
34	O=C(Nc1ccc(Cl)cn1)c1cc2ccccc2o1	-6	-5	-7	-58	0	-0.2	-20	89	-6	-11
35	CCOC(=O)C1CCN(C(=O)c2c(-c3ccccc3)noc2C)CC1	6	1	4	-13	4	5.7	4	108	-26	1
36	Cc1ccc2nc(N3C(=O)C(O)=C(C(=O)c4ccc(C)o4)C3c3ccc(O)cc3)sc2c1 (configuration not stated)	4	22	-18	-47	-6	-0.9	5	225	5	1
37	COc1ccc(NC(=O)CS(=O)(=O)c2cn(CC(=O)N3CCOCC3)c3ccccc23)cc1	8	9	7	-27	2	4.6	0	99	-11	1
38	COc1ccc(NC(=S)NCCCn2ccnc2)cc1	6	-1	0	-8	-4	-0.9	-1	97	-8	2
39	Cc1nc2ncccn2c1-c1csc(Nc2cccc(C(=O)O)c2)n1	1	14	-14	-30	-1	-0.6	-5	100	-7	1
40	CCc1ccc(-c2nc(SCC(=O)N(CC)C3CCS(=O)(=O)C3)n[nH]2)cc1 (configuration not stated)	4	12	5	-40	-12	-0.5	-11	98	-6	0

(listing goes on)
cpd	smiles	m5-HT2A agonist	MC4R antag cAMP	ABHD5 PLIN5 PPI	SRC2 inh	TLR9-MyD88 inh	MC4R barr agon	H9c2 protect	ABCB6 inh 2	NOD2-RIPK2 inh	Glyco luc inh
41	CCOC(=O)N1CCN(C(=O)c2cnn3c(C(F)F)cc(-c4ccc(C)cc4)nc23)CC1	-1	2	2	-29	9	-0.2	14	98	-11	3
42	Cc1cc(C)c2c(N)c(S(=O)(=O)c3ccccc3)sc2n1	-5	-9	-2	7	0	-1.4	-15	99	-9	-2
43	O=C(NCC1(N2CCOCC2)CCCCC1)c1cccc(S(=O)(=O)N2CCc3ccccc3C2)c1	-7	26	-11	11	5	0.4	-5	92	-6	-7
44	CCCN(CC1CC1)C(=S)NC(=O)C1CC1	4	11	-6	7	4	-1.9	2	96	1	0
45	C=CCn1c(SC)nnc1C1COc2ccccc2O1 (configuration not stated)	-2	21	4	-11	-13	1.2	8	106	-7	0
46	Cc1cc(C)n(-c2nc3sc4c(c3c3nnc(SCC(N)=O)n23)CC(C)(C)OC4)n1	1	-5	16	-1	0	1.4	12	96	-14	1
47	NC(=O)c1csc(CCNC(=O)c2ccccc2)n1	1	8	2	-3	4	-1.5	2	101	-5	0
48	COc1ccccc1C(=O)O/N=C(\N)c1ccc(Cl)cc1	1	-5	2	-55	-6	-2.5	-9	96	4	-2

3 compounds already listed, sorted by count of non-hydrogen atoms, low to high.
cpd	smiles	m5-HT2A agonist	MC4R antag cAMP	ABHD5 PLIN5 PPI	SRC2 inh	TLR9-MyD88 inh	MC4R barr agon	H9c2 protect	ABCB6 inh 2	NOD2-RIPK2 inh	Glyco luc inh
44	CCCN(CC1CC1)C(=S)NC(=O)C1CC1	4	11	-6	7	4	-1.9	2	96	1	0
48	COc1ccccc1C(=O)O/N=C(\N)c1ccc(Cl)cc1	1	-5	2	-55	-6	-2.5	-9	96	4	-2
41	CCOC(=O)N1CCN(C(=O)c2cnn3c(C(F)F)cc(-c4ccc(C)cc4)nc23)CC1	-1	2	2	-29	9	-0.2	14	98	-11	3

New compounds follow
cpd	smiles	m5-HT2A agonist	MC4R antag cAMP	ABHD5 PLIN5 PPI	SRC2 inh	TLR9-MyD88 inh	MC4R barr agon	H9c2 protect	ABCB6 inh 2	NOD2-RIPK2 inh	Glyco luc inh
49	Cc1ccc(CCN2CCN=C2N(C)C)cc1	-1	6	1	-1	2	-0.1	2	88	-7	1
50	O=C(COc1ccc(/C=N/NC(=O)c2ccccc2O)cc1)Nc1ccccc1	2	13	-1	-42	1	3.8	24	96	-5	-1
51	Oc1ccc(Cl)cc1C=Nc1ccccc1Br	-3	1	-4	-12	-6	-1.0	48	99	0	-2
52	CCc1nc(-c2cc3ccc(C)cc3[nH]c2=O)no1	-5	2	3	-24	1	-1.1	-5	89	4	4
53	CCOC(=O)C1=CN(Cc2cccc(-c3cccnc3)c2)S(=O)(=O)N(CC)C1C (configuration not stated)	5	-6	1	17	-6	-0.5	-3	99	11	-7
54	COc1ccc(C(CNC(=O)c2ccc(-c3cccc(C(F)(F)F)c3)o2)N2CCOCC2)cc1 (configuration not stated)	-1	11	-1	2	0	-1.6	8	94	0	-4
55	CCN(C(=O)C(C)Sc1nnc(-c2ccncc2)n1C)C1CCCCC1 (configuration not stated)	-1	0	-2	1	4	-2.0	2	95	9	6
56	CC(C)c1ccc(NC(=O)NCc2cccnc2)cc1	1	17	8	-4	-1	0.7	-3	96	-6	0
57	COCc1cc(C)nc2sc(C(=O)NC3CCCCC3)c(N)c12	-4	11	-4	-27	0	-0.7	14	98	-2	2
